# Compound activity from PubChem.
# KDM5B inh: KDM5B demethylase inhibition | Q9UGL1 | KDM5B demethylase, FDH-coupled NADH fluorescence (FDH is formaldehyde dehydrogenase) | Potency, µM (highest dose often 57.7 µM), for the others: at the highest dose activity change, negative = inhibition, most hits filed as inhibitors | 220,000 compounds, 2.6% hits | AID 1347165; active means well fitted inhibition curve with a large enough effect; inconclusive means small, poorly fitted or top-dose-only effect; inactive means no such curve, though single readings can be large or run the other way; further: 0% is about no effect; nearly all actives have a fitted effect of over 70% in size
# Target sequence (Q9UGL1 whole entry, looked up): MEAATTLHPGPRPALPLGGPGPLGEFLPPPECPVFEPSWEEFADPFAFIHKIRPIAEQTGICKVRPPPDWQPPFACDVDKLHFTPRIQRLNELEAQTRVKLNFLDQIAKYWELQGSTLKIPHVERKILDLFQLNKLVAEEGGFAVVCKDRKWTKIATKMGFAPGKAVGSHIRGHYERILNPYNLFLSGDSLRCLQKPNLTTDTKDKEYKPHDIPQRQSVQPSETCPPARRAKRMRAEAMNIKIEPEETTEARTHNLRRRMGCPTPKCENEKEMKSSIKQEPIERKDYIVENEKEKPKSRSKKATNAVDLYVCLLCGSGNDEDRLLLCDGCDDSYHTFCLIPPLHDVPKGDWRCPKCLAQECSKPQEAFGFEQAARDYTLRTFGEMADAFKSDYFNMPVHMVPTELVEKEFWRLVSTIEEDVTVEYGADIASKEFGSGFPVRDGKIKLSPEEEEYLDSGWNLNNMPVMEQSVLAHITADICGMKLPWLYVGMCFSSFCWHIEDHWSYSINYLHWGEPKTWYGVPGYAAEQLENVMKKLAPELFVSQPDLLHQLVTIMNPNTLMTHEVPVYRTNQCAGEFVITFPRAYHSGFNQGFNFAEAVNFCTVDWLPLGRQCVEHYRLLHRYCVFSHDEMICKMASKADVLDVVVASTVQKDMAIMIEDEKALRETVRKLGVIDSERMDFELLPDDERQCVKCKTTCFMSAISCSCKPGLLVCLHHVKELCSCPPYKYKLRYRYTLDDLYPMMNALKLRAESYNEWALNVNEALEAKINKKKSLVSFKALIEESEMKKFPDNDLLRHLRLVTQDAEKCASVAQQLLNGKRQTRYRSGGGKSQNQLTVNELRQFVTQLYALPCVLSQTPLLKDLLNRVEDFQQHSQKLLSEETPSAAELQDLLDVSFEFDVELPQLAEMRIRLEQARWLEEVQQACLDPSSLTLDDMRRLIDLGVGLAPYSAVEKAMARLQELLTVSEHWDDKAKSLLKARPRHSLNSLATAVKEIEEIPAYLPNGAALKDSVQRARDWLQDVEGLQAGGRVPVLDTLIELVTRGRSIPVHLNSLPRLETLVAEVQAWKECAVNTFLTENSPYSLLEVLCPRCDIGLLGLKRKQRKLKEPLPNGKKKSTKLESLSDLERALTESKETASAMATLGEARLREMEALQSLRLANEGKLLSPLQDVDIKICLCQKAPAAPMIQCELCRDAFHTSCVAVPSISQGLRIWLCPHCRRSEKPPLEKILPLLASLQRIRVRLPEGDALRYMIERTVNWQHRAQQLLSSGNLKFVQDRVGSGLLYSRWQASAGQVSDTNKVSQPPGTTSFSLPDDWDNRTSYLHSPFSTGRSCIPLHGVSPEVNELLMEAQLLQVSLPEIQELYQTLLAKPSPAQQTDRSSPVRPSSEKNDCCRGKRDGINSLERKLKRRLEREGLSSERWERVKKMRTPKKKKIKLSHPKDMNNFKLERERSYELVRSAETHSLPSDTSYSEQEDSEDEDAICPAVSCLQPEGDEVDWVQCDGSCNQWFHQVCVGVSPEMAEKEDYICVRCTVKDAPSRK
#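 qHTS format, multiple compound concentrations. Buffer 50 mM HEPES pH 7.5/0.01% Tween-20; 200 nM KDM5BΔAP final; 10 min compound preincubation; substrate-mix levels 12.5 µM peptide, 25 µM α-KG, 0.25 mM NAD⁺; 30 min RT; ΔRFU.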
# * = called active by the depositor; i = inactive; ? = inconclusive; & = joins results of further samples; [ ] = dose if it differs, or a comment. Potency means the concentration at half of the fitted maximal effect. A portion of the library. The share of hits here may be higher or lower than overall.
SMILES,KDM5B inh
CCc1cccc(C)c1NC(=O)CN1C(=O)C2(SCC(=O)N2c2cccc(F)c2)c2ccccc21 (stereo not drawn),-9.5%
O=C(Cc1n[nH]c(=O)c2ccccc12)NCC1(N2CCOCC2)CCCCC1,18.1%
Cc1ccccc1C(=O)N1CCC2(CC1)N(c1ccccc1)C(=O)CS2(=O)=O,31.2%
Cc1ccc(C)c(NC(=O)CCOc2ccccc2)c1,29.6%&0.8%
Cc1ccc(CSc2nc3cccnc3n2Cc2ccc(C(=O)NCc3cccs3)cc2)cc1,?
Cc1cccc(-n2cnc3cc(C(=O)NC4CCCCCC4)ccc32)c1,-22.3%
COc1cc(/C=C2\NC(=O)NC2=O)cc(I)c1OCc1ccc(F)cc1,-3.8%
COc1ccc(NC(=O)[C@@H]2C[C@@H](c3cccc(C(F)(F)F)c3)N(C)C2)cc1OC,6.6%[86.2 µM]
CCN(c1ccc(OC)cc1)S(=O)(=O)c1nnc(NC(=O)CC(C)C)s1,34.0%
O=C(c1csc(Nc2ccc(Cl)c(Cl)c2)n1)N1CCc2ccccc2C1,-18.2%
COc1ccc(C(=O)N2CCCC(n3cc(-c4nc(C(C)C)no4)nn3)C2)cc1F (stereo not drawn),-12.7%
CN(CC(=O)O/N=C(\N)c1ccc(Br)cc1)S(=O)(=O)c1ccccc1,15.4%
CCC(C)Cn1c(CCNC(=O)c2ccco2)nc2ccccc21 (stereo not drawn),-7.7%
COc1ccc(C(CC(=O)N(C)Cc2cc(C3CC3)n[nH]2)c2ccccc2)cc1 (stereo not drawn),12.0%
COc1cc(C2c3c(oc4ccccc4c3=O)C(=O)N2c2ccccn2)cc(OC)c1OC (stereo not drawn),-10.8%
C/C(=N/NC(=O)C1CC1(c1ccc(C)cc1)c1ccc(C)cc1)c1cccc2ccccc12 (stereo not drawn),-12.2%
O=C(Nc1ccccc1SC1CCCC1)c1ccco1,-9.7%
Cc1ccc(C)c(S(=O)(=O)N2CCN(C(=O)CCc3ncc(-c4ccc(F)cc4)o3)CC2)c1,-4.2%
CCc1c(C(=O)N(C)Cc2nc3ccsc3c(=O)[nH]2)cnn1-c1cccc(Cl)c1,23.2%
c1ccc(-c2ccc3c(c2)NC(C2Nc4cc(-c5ccccc5)ccc4O2)O3)cc1 (stereo not drawn),-27.2%
Cn1c(=O)c2sccc2n2c(CCCC(=O)Nc3ccc(F)cc3F)nnc12,-6.6%
COCCNC(=O)[C@H]1C[C@H](Oc2ccccc2)CN1C(=O)C(C)C,-6.7%
COc1ccc(-c2csc(CCn3nc(C)cc3C)n2)cc1OC,8.7%
CCOc1ccc2c(c1)cc(C(=O)NC1CCCC1)n2C,-8.0%
COCCc1noc(C2Cc3ccccc3N2C(=O)Nc2ccc3c(c2)OCCO3)n1 (stereo not drawn),-8.2%

# Arranged by heavy-atom count (lowest first): part of the list above
SMILES,KDM5B inh
COc1cc(/C=C2\NC(=O)NC2=O)cc(I)c1OCc1ccc(F)cc1,-3.8%
COc1ccc(C(CC(=O)N(C)Cc2cc(C3CC3)n[nH]2)c2ccccc2)cc1 (stereo not drawn),12.0%
COc1ccc(C(=O)N2CCCC(n3cc(-c4nc(C(C)C)no4)nn3)C2)cc1F (stereo not drawn),-12.7%

# Next compounds:
SMILES,KDM5B inh
Brc1ccccc1-c1nnc(CN2CCCCC2)o1,3.2%
Cc1ccc(C(=O)N(C)CC2CCOCC2)cc1,-6.1%
Cc1ccc2c(c1)c(=O)c(C(=O)c1ccc3c(c1)OCO3)cn2Cc1ccc(Cl)cc1,-18.1%
COc1ccc2c(C)c(CC(=O)NC3CCS(=O)(=O)C3)c(=O)oc2c1 (stereo not drawn),?
COc1cccc(C(=O)NC2CCN(c3nnc4ccccn34)CC2)c1,28.2µM*
COC(=O)c1ccccc1OCC(=O)NCC(F)(F)F,8.3%
Cc1ccc(-n2ncc3c(NCC4CCCO4)ncnc32)c(C)c1 (stereo not drawn),-16.6%
NC(=O)N/N=C/c1ccc2cccc(OCc3ccccc3)c2n1,?
Cc1ccc(C2N3CC4(C(C)C)CN2CC(C(C)C)(C3)C4=O)cc1 (stereo not drawn),-4.1%
CNC(=O)N1CCC(C2CCN(C(=O)c3ccc(F)cc3Cl)C2)CC1 (stereo not drawn),38.6%[activator]
O=C1NCc2ccccc2CC12CCCCN2Cc1cccc(F)c1F (stereo not drawn),0.6%[115 µM]
COc1cc(NC(=O)C2=NO[C@@H]3CN(Cc4ccc(F)cc4)C[C@H]23)ccc1F,-13.3%[86.2 µM]
O=C(Nc1ccc(F)cc1)N1CC(c2nnc(-c3ccncc3)o2)C2(CCOCC2)C1 (stereo not drawn),-15.0%
CC(C)(C)c1nc(C(=O)N2CCN(c3ncccn3)CC2)n2ccncc12,79.4µM*
CCOc1nnc(CN2CCN(c3cccc(F)c3C#N)CC2)s1,-13.7%
O=C(CCN1C(=O)NC2(CCCC2)C1=O)Nc1cnc2ccccc2c1,9.0%
O=S(=O)(NCc1ccccc1)c1cccc2nsnc12,-1.5%
Fc1ccc(N2CCN(c3ncnc4onc(-c5ccc(Cl)cc5)c34)CC2)cc1,4.3%
CCOc1ncc(S(=O)(=O)N2CCN(CC)CC2)cc1C(=O)O,0.7%
CS(=O)(=O)Nc1ccccc1NC(=O)CCCc1ccccc1,16.7%
COCCCn1c(=O)c2sccc2n2c(CCCC(=O)Nc3ccc(F)c(F)c3)nnc12,-50.5%
O=C(O)c1cccc(NCc2ccc(Cl)cc2Cl)c1,?
Cc1cc(=Nc2ccccc2)n2ccsc2n1,-24.9%
CC(=O)C1C(c2cccc(F)c2)c2c(n[nH]c2C)CC1(C)O (stereo not drawn),17.5%
Cn1cccc1C(=O)N1C[C@@H](NC(=O)NC2CCCCC2)C[C@H]1C(=O)N[C@H](Cc1c[nH]c2ccccc12)C(N)=O,81.1%[activator]

# Looked up one by one from the list above (two):
SMILES,KDM5B inh
Cn1cccc1C(=O)N1C[C@@H](NC(=O)NC2CCCCC2)C[C@H]1C(=O)N[C@H](Cc1c[nH]c2ccccc12)C(N)=O,81.1%[activator]
O=C(CCN1C(=O)NC2(CCCC2)C1=O)Nc1cnc2ccccc2c1,9.0%

# Back to the main list, starting three compounds before the break.
SMILES,KDM5B inh
Cc1cc(=Nc2ccccc2)n2ccsc2n1,-24.9%
CC(=O)C1C(c2cccc(F)c2)c2c(n[nH]c2C)CC1(C)O (stereo not drawn),17.5%
Cn1cccc1C(=O)N1C[C@@H](NC(=O)NC2CCCCC2)C[C@H]1C(=O)N[C@H](Cc1c[nH]c2ccccc12)C(N)=O,81.1%[activator]
Cc1ccc(C(=O)N2CCC(c3n[nH]c(=O)n3-c3ccccc3)CC2)cc1F,16.3%
COc1ccc(-c2noc(CC3CCN(C(=O)C4(c5ccc(OC)cc5)CC4)CC3)n2)cc1,-15.2%
CCOC(=O)c1cc(S(=O)(=O)Nc2cc(F)ccc2C)[nH]n1,-14.5%
CC1=C[C@@H](CNC(=O)CCC(=O)O)[C@H](C(C)C)C[C@H]1CC(=O)N(C)Cc1ccccc1,-7.2%[86.2 µM]
Fc1ccccc1CN1CCNc2cnc(OCc3cccnc3)cc2C1,-19.4%[86.2 µM]
C=CCNC(=O)NC(=O)CN1CCC(Cc2ccccc2)CC1,-2.4%
CCOC(=O)C1(Cc2ccccc2C(F)(F)F)CCNCC1,27.7%
COc1ccccc1-c1cc(C(=O)NCc2cccnc2)c2c(c1)N(C)CCO2,39.8µM*
COc1ccc(NC(=O)N(Cc2ccco2)C2CCN(C(C)=O)CC2)c(OC)c1,-20.2%
Cc1cccc(OCC(=O)Nc2ccc(C(=O)OCc3cc(=O)n4nc(C5CC5)sc4n3)cc2)c1,8.4%
COc1ccc(C(=O)Nc2ccc3oc(-c4ccncc4)nc3c2)cc1,?
CCCCNC(=O)c1cc(Sc2ccc(OCC)cc2)nc2ccccc12,-21.2%
COc1cccc([S+](=O)([O-])N2CC(N3CCc4ccccc43)C2)c1,-21.6%[115 µM]
COc1ccc(-c2cn3nc(N4CCCC(C(=O)NCCC(C)C)C4)sc3n2)cc1 (stereo not drawn),3.5%
CCc1ccc2occ(CC(=O)Nc3sc4c(c3C(=O)NCCOC)CCCC4)c2c1,15.6%
CNC(=O)Cn1c(C)c(Br)c2ccccc21,-7.6%
O=C(CSc1nnc2ccccn12)c1cccc(Cl)c1,?
COc1ccc2c(C)cc(SCC(=O)NCc3ccc(F)cc3)nc2c1,-3.1%
O=C(NCc1ccccc1)N1CCC(N2C(=O)C3(CCCC3)C2c2ccccc2)CC1 (stereo not drawn),-15.1%
COc1ccc(CNC(=O)CSc2nc3ccc(NC(=O)c4ccccc4F)cc3s2)cc1,-13.3%
CCOC(=O)C1CCCN(C2=NC(=O)/C(=C/c3ccc(OC)cc3)S2)C1 (stereo not drawn),1.6%
O=C1[C@H]2CN(Cc3ccc(Cl)c(F)c3)C[C@H]2C(=O)N1Cc1ccc2c(c1)OCO2,-18.2%
CCOc1ccccc1NC(=O)c1nn(-c2ccc(OC)cc2)ccc1=O,5.6%
CCC(CC)C(=O)N1CC2CC(C1)[C@H]1CCCC(=O)N1C2 (stereo partly drawn),22.1%
CC1=C[C@@H](CNC(=O)C2CC2)[C@H](C(C)C)C[C@H]1Cc1nc2ccccc2n1C,-7.9%[86.2 µM]

# Later entries.
SMILES,KDM5B inh
O=C(NC1CCCC1)N1CCC2(CC1)N(c1ccccc1)C(=O)CS2=O (stereo not drawn),-14.1%
COc1ccc(C(=O)c2c(N)c(-c3nc4ccccc4[nH]3)c3ccccn23)cc1,-24.9%
CCC(CC)NC(=O)COC(=O)c1ccc2ccccc2n1,-6.9%
COc1ccccc1Oc1c(C)oc2cc(OC(=O)c3ccc4c(c3)OCO4)ccc2c1=O,13.8%
CCOC(=O)c1c(-c2ccc(OC)cc2)oc2cc(Br)c(O)cc12,?
C=CCNC(=O)NC(C)(C)C(=O)O,3.8%
COc1ccc(CCNC(=O)CSc2ccc(-c3cccs3)nn2)cc1,1.4%
CC1(CNc2ccccc2)COc2ccc(C(=O)NCCc3ccccc3)cc2N1 (stereo not drawn),?
COC1CN(c2ccc(C)cc2)C12CCN(C(=O)CCc1nc3ccccc3s1)CC2 (stereo not drawn),-32.5%
Cc1noc(C)c1C1CCCN1Cc1cn(-c2ccccc2)nn1 (stereo not drawn),-9.5%
CN(C)c1ccc(C(=O)N2Cc3[nH]cnc3CC2C(=O)O)cn1 (stereo not drawn),?
O=C(c1cn(CC2CCCO2)nn1)N1CCN(c2cccc(C(F)(F)F)c2)CC1 (stereo not drawn),-19.2%
CN1C[C@H](O)C[C@H]1c1nnc2n1CCN(C(=O)c1cc3ccccc3[nH]1)CC2,-31.1%
COc1cc(OC)nc(NCc2cccnc2N2CCN(C(C)=O)CC2)n1,-29.3%
CCCCN(C)CCCNC(=O)Cn1ncc2c3ccccc3n(Cc3cccc(Cl)c3)c2c1=O,?
Cc1ccccc1-c1cc(-c2cn[nH]c2)c2cncn2c1,i
O=C(c1ccccc1)N1CCC2(CCCCO2)CC1,22.3%
CCn1cc(CN2CCC(N3C(=O)C4(CCCCC4)C3c3ccccc3)CC2)cn1 (stereo not drawn),-14.5%
CC1CN(c2ccc(Cl)cc2)c2nc3c(c(=O)n(CC(=O)O)c(=O)n3C)n2C1 (stereo not drawn),-8.7%
Cc1ccccc1C(=O)NCCc1sc2nc(-c3ccc(F)cc3)nn2c1C,?
Nc1cnc(Nc2ccc(Br)cc2)nc1N,?
COc1ccc(Nc2cc(C(=O)NCc3ccccc3OC)c3ccccc3n2)cc1,i
COc1ccc(NC(=O)N2CCN(Cc3nc(-c4ccc(C)cc4)oc3C)CC2)cc1OC,7.7%
CC(C)Oc1ccc(CNC(=O)c2ccc(NC(=O)N3CCSc4ncccc43)cc2)cc1,?
CS(=O)(=O)N1CCN(C(=O)C2CC(=O)N(c3n[nH]c4ccccc34)C2)CC1 (stereo not drawn),?

# In the list so far, these have a COOH group:
SMILES,KDM5B inh
CCOc1ncc(S(=O)(=O)N2CCN(CC)CC2)cc1C(=O)O,0.7%
O=C(O)c1cccc(NCc2ccc(Cl)cc2Cl)c1,?
CC1=C[C@@H](CNC(=O)CCC(=O)O)[C@H](C(C)C)C[C@H]1CC(=O)N(C)Cc1ccccc1,-7.2%[86.2 µM]
C=CCNC(=O)NC(C)(C)C(=O)O,3.8%
CN(C)c1ccc(C(=O)N2Cc3[nH]cnc3CC2C(=O)O)cn1 (stereo not drawn),?
CC1CN(c2ccc(Cl)cc2)c2nc3c(c(=O)n(CC(=O)O)c(=O)n3C)n2C1 (stereo not drawn),-8.7%

# Continuation.
SMILES,KDM5B inh
CC1=C(C(=O)Nc2cccc(C)c2C)C(c2cccs2)NC(=S)N1 (stereo not drawn),-16.5%
COc1ccccc1-c1cc(C(=O)N2CCOCC2)nn2cnnc12,-14.4%[115 µM]
COC(=O)c1[nH]c2ccccc2c1NC(=O)CCN1CCCCC1,24.7%
CCCN1CCCC2(CCN(S(=O)(=O)c3c(C)noc3C)C2)C1=O (stereo not drawn),-13.3%
Oc1c(Cl)cc(Cl)cc1C=Nc1cccc(C(F)(F)F)c1,3.0%
CSc1ccc(CCNC(=O)CCn2c(=O)c3cccn3c3cccnc32)cc1,-27.5%
CC1(C)Cc2c(sc3c2c(=O)n(CCCO)c(=O)n3CCc2ccccc2)CO1,-1.8%
CCOc1ccc(NC(=O)CSc2oc(-c3ccco3)nc2S(=O)(=O)c2ccccc2)cc1,-4.6%
CCOC(=O)c1cccc(NC(=O)c2cnc(-c3ccccc3)nc2-c2ccncc2)c1,-21.3%
Cc1ccc2c(c1)C(C)(c1ccccc1)CC(C)(C)N2C(=O)c1ccc(F)cc1 (stereo not drawn),?
COc1cccc(CCC(=O)N2CCC3(CC2)N=C(c2ccccc2)NO3)c1,10.5%
CNc1nc(-c2[nH]c(C)c(C(=O)OC)c2C)cs1,-4.3%
CSc1ccc(CNc2ncc(-c3ccccc3)n2C)cc1,?
CN(C)c1nc2c(c(=O)[nH]1)CCN(C(=O)c1sccc1Cl)C2,27.7%
Cc1noc(C2CCCCCN2C(=O)NC2CCCC2)n1 (stereo not drawn),1.4%
